TrxR1 substrate: qHTS Assay for Substrates of Mammalian Selenoprotein Thioredoxin Reductase 1 (TrxR1): qHTS. hit rate 0.01% among 390,000. purified TrxR1 substrate turnover, NADPH consumption readout. Potency, µM (series often up to 114 µM), for the others: top-dose activity change, negative = substrate turnover. AID 588456, 2011; further: potency means the concentration at half of the fitted maximal effect; on the % scale 0 is the no-effect control and ±100 the full control effect; nearly all actives have a fitted effect of over 50% in size
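Rat TrxR1, dispensed at 90 nM, was prereduced with 400 uM NADPH (final) for 5 min at ~22 deg C, then incubated with compound 15 min before 400 uM selenite. A first-read NADPH fluorescence drop versus no-compound background flagged substrates.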
D2 ag: HTS Assay for Allosteric Agonists of the Human D2 Dopamine Receptor: Primary Screen for Agonists. activation, % at 2 µM. HEK293 T-REx D2 cells, calcium flux agonist mode. hit rate 0.53% among 340,000;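 active means activation over 3 SD above normal in the single-dose calcium agonist read, cut at about 30% in these data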; further: 0% is about no effect
Target sequence (P14416 whole entry, looked up): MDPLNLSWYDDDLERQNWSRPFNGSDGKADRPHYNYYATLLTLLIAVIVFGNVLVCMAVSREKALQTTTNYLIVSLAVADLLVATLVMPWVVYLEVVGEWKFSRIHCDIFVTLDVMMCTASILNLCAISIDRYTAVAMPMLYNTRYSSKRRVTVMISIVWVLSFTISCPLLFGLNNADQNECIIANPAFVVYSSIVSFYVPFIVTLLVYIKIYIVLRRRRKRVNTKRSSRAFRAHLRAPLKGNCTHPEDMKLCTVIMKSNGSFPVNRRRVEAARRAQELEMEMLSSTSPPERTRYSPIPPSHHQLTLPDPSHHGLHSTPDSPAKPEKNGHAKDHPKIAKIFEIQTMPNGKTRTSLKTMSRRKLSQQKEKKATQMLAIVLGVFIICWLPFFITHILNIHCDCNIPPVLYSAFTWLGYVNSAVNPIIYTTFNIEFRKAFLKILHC
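Tetracycline-induced HEK293 Trex cells with D2 receptor force-coupled to calcium signaling, plated overnight at 30 C and loaded with no-wash calcium dye. Calcium flux read kinetically for 180 s after compound addition; responses flag agonists.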
TrxR1 inh: qHTS Assay for Inhibitors of Mammalian Selenoprotein Thioredoxin Reductase 1 (TrxR1): qHTS; hit rate 1% among 390,000; recombinant rTrxR1, NADPH fluorescence consumption, selenite substrate; Thioredoxin reductase 1, cytoplasmic (Rattus norvegicus), O89049; Potency, µM (doses to about 114 µM), without a hit: at the highest dose activity change, negative = inhibition, most hits filed as inhibitors; further: potency means the concentration at half of the fitted maximal effect; on the % scale 0 is the no-effect control and ±100 the full control effect; nearly all actives have a fitted effect of over 65% in size
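Rat TrxR1 (90 nM in the dispensed reagent) was pre-reduced with 400 uM NADPH for 5 min at room temperature, then incubated with compound for 15 min. After 400 uM selenite was added, NADPH fluorescence (Ex 340/Em 450 nm) was followed for 8 min.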
USP1 inh: Inhibitors of USP1/UAF1: Primary Screen. Ubiquitin carboxyl-terminal hydrolase 1 (Homo sapiens), O94782. recombinant USP1/UAF1, Ub-Rhodamine cleavage fluorescence. Potency, µM (doses to about 57.1 µM), for inactives: at the top dose activity change, negative = inhibition, hits mostly inhibitors. hit rate 0.23% among 390,000. AID 743255, 2014; further: potency means the concentration at half of the fitted maximal effect; on the % scale 0 is the no-effect control and ±100 the full control effect; nearly all actives have a fitted effect of over 60% in size; inactives centre near -12
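In this screen, compounds sit with the deubiquitinase complex (1nM) for 15 min at room temperature before Ub-Rho is added at 150nM final. Fluorescence rise is then followed for 6 reads every 60 seconds.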
IDH1 R132H inh: qHTS for Inhibitors of mutant isocitrate dehydrogenase 1 (IDH1): qHTS; Isocitrate dehydrogenase [NADP] cytoplasmic (Homo sapiens), O75874; IDH1-R132H enzyme, NADPH consumption, diaphorase/resazurin fluorescence; Potency, µM (doses to about 76.6 µM), for the others: at the top dose activity change, negative = inhibition, hits mostly inhibitors; hit rate 0.093% among 390,000; further: potency means the concentration at half of the fitted maximal effect; on the % scale 0 is the no-effect control and ±100 the full control effect; nearly all actives have a fitted effect of over 65% in size
Target sequence (O75874 whole entry R132H, stated change not applied): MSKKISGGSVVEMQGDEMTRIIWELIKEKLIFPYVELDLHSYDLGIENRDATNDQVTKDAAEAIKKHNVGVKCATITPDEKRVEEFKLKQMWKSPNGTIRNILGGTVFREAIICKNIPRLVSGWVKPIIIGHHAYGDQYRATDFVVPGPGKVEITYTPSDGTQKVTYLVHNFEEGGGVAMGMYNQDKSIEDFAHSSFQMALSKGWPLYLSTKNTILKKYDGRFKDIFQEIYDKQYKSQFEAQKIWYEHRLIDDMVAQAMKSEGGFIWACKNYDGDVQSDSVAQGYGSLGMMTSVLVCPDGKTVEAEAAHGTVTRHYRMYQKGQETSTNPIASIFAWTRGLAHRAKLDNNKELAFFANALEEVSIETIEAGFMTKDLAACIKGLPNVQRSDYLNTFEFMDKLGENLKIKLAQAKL
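IDH1-R132H (0.5 ug/mL dispensed) in pH 7.5 Tris buffer was preincubated 30 min with compound, then given a substrate mix of 0.016 mM NADPH and 2 mM alpha-KG for 80 min at room temperature; remaining NADPH was read by diaphorase/resazurin fluorescence.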
D2 antagonist: HTS Assay for Allosteric Antagonists of the Human D2 Dopamine Receptor: Primary Screen for Antagonists; AID 485344, 2010; HEK293 TREx D2 cells, calcium flux, dopamine EC80; D(2) dopamine receptor (Homo sapiens), P14416; hit rate 2% among 340,000; inhibition, % at 10 µM; in the data active means inhibition above about 30%; further: 0% is about no effect
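Calcium mobilization kinetics were recorded at 1 s intervals in tetracycline-induced HEK293 T-REx D2 cells, first for 180 s after compound addition and then 180 s after EC80 dopamine.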
TRHR enhancer: qHTS for Small Molecule Agonists and Allosteric Enhancers of Human TRH Receptor: Primary Screen for Enhancers; Thyrotropin-releasing hormone receptor (Homo sapiens), P34981; TRHR cells, fluo-8 calcium fluorescence, EC20 TRH enhancement; enhancement, % at 2 µM; hit rate 0.66% among 360,000; AID 493056, 2011; in the data active means enhancement above about 30%; further: 0% is about no effect
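Enhancer read-out: after compound pinning and an initial kinetic agonist-mode read, an EC20 of TRH (10 nM final) was injected and fluo-8 calcium signal (Ex 480/Em 530) followed at 1 s/cycle for 100 cycles in TRHR-expressing cells.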
Pin1 inhibitor: qHTS Assay to Find Inhibitors of Pin1. Pin1 FP peptide displacement, HiFluor488, 10 min. Potency, µM (doses to about 115 µM), for the others: at the highest dose activity, negative = inhibition, actives largely listed as inhibitors. hit rate 0.009% among 390,000; active means well fitted inhibition curve with a large enough effect in the polarisation, with a control signal flat, not every such curve was filed as active; inconclusive means small, poorly fitted or top-dose-only effect, or effect the other way, or a change in a side signal; inactive means no such curve, though single readings can be large or run the other way; the % refers to the polarisation; further: potency means the concentration at half of the fitted maximal effect; on the % scale 0 is the no-effect control and ±100 the full control effect
Target sequence (Q13526 whole entry, looked up): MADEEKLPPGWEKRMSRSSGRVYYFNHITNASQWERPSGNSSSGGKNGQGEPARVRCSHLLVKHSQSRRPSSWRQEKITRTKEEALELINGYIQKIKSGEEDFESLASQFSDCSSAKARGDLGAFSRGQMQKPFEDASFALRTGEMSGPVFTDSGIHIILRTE
TRHR agonist: qHTS for Small Molecule Agonists and Allosteric Enhancers of Human TRH Receptor: Primary Screen for Agonists. Thyrotropin-releasing hormone receptor (Homo sapiens), P34981. TRHR cells, calcium flux fluo-8, FDSS agonist mode. activation, % at 2 µM. hit rate 0.18% among 360,000; in the data active means activation above about 30%; further: 0% is about no effect
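TRHR-expressing cells loaded with fluo-8 calcium dye; 23 nL library compound pin-transferred, kinetic FDSS fluorescence (Ex 480/Em 530) recorded about 180 s for agonist-induced calcium release, before a 10 nM TRH EC20 addition for potentiator mode.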
The depositor's hits bear a star; ? = inconclusive; nt = no result given; [ ] = another dose, or the depositor's remark. Unless noted, the call rests on the fitted dose curve; in most records, active means well fitted inhibition curve with a large enough effect; inconclusive means small, poorly fitted or top-dose-only effect; inactive means no such curve, though single readings can be large or run the other way. These rows are one share of the data. The share of hits here may be higher or lower than overall.

SMILES	TrxR1 substrate	D2 ag	TrxR1 inh	USP1 inh	IDH1 R132H inh	D2 antagonist	TRHR enhancer	Pin1 inhibitor	TRHR agonist
O=C(NC1CC2CCCC(C1)N2C(=O)Nc1ccc(F)cc1)c1ccccc1 (configuration not stated)	7%[57.1 µM]	-1.0	14%[57.1 µM]	-20%	-6%	-2	5	0%	-1.4
Cc1ccnn1C(C)C(=O)O (configuration not stated)	-3%	2.1	11%	-7%	-4%	11	-12	0%	0.3
COc1cc2ccccc2cc1C(=O)NC1CCCCC1	21%	0.9	30%	-26%	3%	-11	-5	-17%	0.9
CCCCNC(=O)Nc1c(C)cc(SC#N)cc1C	-8%	-0.2	19%	-13%	12%	-9	7	1%	1.2
O=C(O)CCN1C(=O)c2ccncc2C1=O	2%[57.1 µM]	-0.8	-2%[57.1 µM]	-7%	0%	-3	8	-2%	-0.1
CN(C)c1cccc(C(=O)NCC2CCCO2)c1 (configuration not stated)	8%	0.0	8%	-17%	3%	-19	0	-4%	0.3
COc1ccc(-c2[nH]nc3nc(-c4cc(OC)c(OC)c(OC)c4)cc(C(=O)O)c23)cc1	2%	-0.4	22%	9%	nt	nt	-1	12%	-0.3
O=C(CSc1ccccc1)Nc1ccc2c(c1)OCO2	-5%	1.2	1%	?	4%	-16	-2	-1%	0.2
CCOC(=O)c1ccc(NC(=O)CCn2c(=O)c3cccn3c3ccccc32)cc1	1%	-0.5	16%	-2%	13%	nt	1	3%	-0.6
CCN(CCCNC(=O)c1nn(-c2ccc(C)cc2)c(=O)c2c1c1ccccc1n2C)c1ccccc1	-2%	-0.7	24%	-16%	nt	nt	4	9%	0.9
NC(=S)N/N=C/c1ccc(-c2ccc(Cl)c(Cl)c2)o1	-6%	-0.1	-29%	-7%	-1%	5	0	-5%	-0.5
CCN1CCN(c2ccc(Nc3ccnc4ccccc34)cc2)CC1	-7%	0.1	0%	-6%	-6%	-5	-2	1%	2.7
COc1ccc(N2CCN(C(=O)CCNS(=O)(=O)c3ccccc3)CC2)cc1	0%[57.1 µM]	-0.2	16%[57.1 µM]	4%	-10%	7	24	-4%	0.3
COc1ccc(OC)c(NC=C2C(=O)OC3(CCCCC3)OC2=O)c1	-2%[57.1 µM]	-1.0	3%[57.1 µM]	-7%	18%	-5	2	8%	0.1
Cn1c2ccccc2c2nnc(SCC(=O)Nc3cccc(C(=O)O)c3)nc21	0%	-0.7	13%	-19%	0%	-13	1	4%	0.9
CC(=O)c1c(NC(=O)c2ccccc2)[nH]c(-c2ccccc2)nc1=S	-8%	nt	?	-18%	-5%	nt	11	8%	0.2
COc1cc(/C=N/Nc2ccc(Cl)c(C(=O)O)c2)ccc1OC(=O)c1cccs1	-1%[57.1 µM]	0.1	12%[57.1 µM]	-26%	0%	-1	-4	-20%	0.0
C=C(C)Cn1c(SCC(=O)NCc2ccco2)nc2sc3c(c2c1=O)CCC3	-5%	-0.4	?	-6%	2%	-25	4	?	-0.7
NC(=O)c1cc2cc([N+](=O)[O-])ccc2oc1=O	-10%	2.4	-10%	-17%	6%	-12	3	0%	0.4
O=C(O)c1cccc([N+](=O)[O-])c1C(=O)Nc1ccc2ccccc2c1	15%	2.0	16%	-16%	18%	-23	4	5%	0.1
O=C(Nc1ccccc1Cl)Nc1ccnn1C1CCN(C(=O)CCN2CCCO2)CC1	0%	0.7	19%	-7%	12%	-5	-5	-12%	0.3
COc1cccc(C(=O)NCCN2CCN(c3ccccc3)CC2)c1	-2%	nt	7%	-22%	-1%	nt	-4	-5%	0.5
CCOc1ccccc1Nc1nnc(SCC(=O)Nc2nc(-c3ccc(OC)cc3)cs2)s1	2%	nt	-5%	-16%	-1%	nt	4	23%	0.6
Cc1ccc(NC(=O)c2ccc(Cl)nc2)cc1S(=O)(=O)N1CCOCC1	9%[57.1 µM]	nt	14%[57.1 µM]	-19%	4%	nt	nt	-6%	nt
Cc1ccc(C(=O)NCC(=O)Nc2ccc(S(=O)(=O)Nc3cc(C)nc(C)n3)cc2)cc1	0%	nt	23%	-1%	-14%	nt	nt	-1%	nt
COc1ccc(N2CCC(CNC(=O)Nc3ccc(C)c(C)c3)C2)cc1 (configuration not stated)	-3%	0.8	-13%	-11%	7%	8	12	7%	-0.1
O=C(CN1CCN(c2ccccn2)CC1)Nc1cc(F)ccc1F	0%	50*	7%	-11%	-3%	22	-3	0%	-0.5
Cc1cc(C)nc(NC(=NCCc2c[nH]c3ccccc23)NC(=O)Nc2ccc(Cl)c(Cl)c2)n1	-5%[11.4 µM]	0.0	-2%[11.4 µM]	-22%	0%	10	-7	-6%	0.1
COc1cc(C2C(C(=O)Nc3ccccc3)=C(C)Nc3nc(SCC(=O)c4ccc(C)cc4)nn32)ccc1O (configuration not stated)	-1%[57.1 µM]	-2.6	21%[57.1 µM]	-13%	6%	nt	6	0%	0.2
CC(C)Oc1ccc(S(=O)(=O)N2CCOCC2)cc1NC(=O)CN1C(=O)NC2(CCCC2)C1=O	-9%	13	-5%	-4%	6%	-12	4	-13%	-0.5
N#C/C(=C/c1ccc(-c2ccc(Br)cc2)o1)C(=O)NC1CCCCC1	5%[57.1 µM]	nt	4%[57.1 µM]	-20%	6%	nt	11	?	0.6
COc1ccccc1NC(=O)CSc1nnc(C2CCCCC2)n1-c1ccccc1	2%	2.5	9%	-12%	-1%	3	0	-8%	0.0
CCNS(=O)(=O)c1ccc(CCC(=O)NCc2cccnc2)cc1	2%	1.1	11%	-5%	-1%	12	-5	-8%	0.2
Cc1ccc(-n2c(Cc3cccn3C)nnc2SCC(=O)NC2CCCCC2)cc1	-5%	-0.3	3%	-9%	-2%	-11	3	1%	0.3
CCCCNC(=O)C1CCCN1C(=O)Nc1ccccc1 (configuration not stated)	3%	-0.6	12%	-20%	7%	-6	0	-8%	0.0
Cc1nc(-n2nc(C)c(CCC(C)C)c2C)sc1C(=O)Nc1cccc(Cl)c1C	-1%	1.7	10%	-6%	0%	nt	0	0%	-0.5
COc1ccc(CCNC(=O)CN(c2cc(C)cc(C)c2)S(=O)(=O)c2c(C)noc2C)cc1OC	12%	-0.4	7%	-17%	4%	0	-6	?	0.6
Cc1ccccc1C(=O)c1c[nH]c(C(N)=O)c1	2%[57.1 µM]	-0.4	5%[57.1 µM]	7%	1%	22	7	3%	1.2
COC(=O)CC1(c2ccccc2)C(=O)c2ccccc2C1=O	8%[57.1 µM]	1.4	3%[11.4 µM]	-7%	-2%	-1	-1	-9%	-0.6
Cc1cccc(C(=O)OCC(=O)NN2C(=O)NC3(CCC(C)CC3)C2=O)c1O (configuration not stated)	9%	-0.4	8%	-13%	1%	31*	-2	1%	0.0
CCc1cc(C(=O)NCc2ccc(F)cc2)no1	-6%	-0.5	3%	-17%	37%[activator]	nt	7	8%	-0.6
c1ccc2c(c1)ccc1ccccc12	-2%[57.1 µM]	nt	23%[57.1 µM]	-13%	9%	nt	nt	1%	nt
O=C(NCCCl)Nc1cccc(Br)c1	-2%	-0.4	13%	-4%	0%	9	27	1%	-0.6
COc1ccc(-n2nnc3c(=O)n(CC(=O)OCc4ccccc4)cnc32)cc1	5%[57.1 µM]	-0.1	9%[57.1 µM]	-3%	-9%	7	-9	0%	-0.5
N#C/C(=C\c1cccnc1)C(=O)Nc1ccc(Cl)cc1	-3%	0.2	-10%	-17%	-9%	-10	3	6%	-0.6
COc1ccc(OCC(=O)NCC(c2cccs2)N2CCOCC2)cc1 (configuration not stated)	-8%	0.0	-4%	-7%	7%	12	-5	0%	0.0
O=C(Cn1c(SCc2cccc(F)c2)nc2cccnc21)Nc1ccc(F)c(Cl)c1	-1%	0.9	16%	-20%	-21%	nt	6	35%[activator]	0.8
Cc1cccc(NC(=O)COC(=O)C2COc3ccccc3O2)c1C (configuration not stated)	-7%	nt	-9%	1%	10%	nt	nt	-16%	nt
Cc1cccc(N2CCN(Cc3nnc(-c4ccc5c(c4)OCO5)o3)CC2)c1C	-6%	0.5	4%	-8%	0%	nt	-4	11%	0.3
CC1CC(C)CN(C(=O)CCCn2c(=O)c3cccn3c3cccnc32)C1 (configuration not stated)	2%	-0.8	12%	-8%	-10%	-7	0	1%	0.4
Cc1nn2c(=O)cc(COC(=O)c3ccc(NC(=O)C4CCCCC4)cc3)nc2s1	-1%[57.1 µM]	0.5	1%[57.1 µM]	?	12%	nt	2	1%	-1.5

From PubChem BioAssay
